TAG inh – inhibitors of triacylglycerol accumulation, primary screen, cell-based, uHTS, fluorescence, H9c2 | H9c2 cells, Nile Red lipid (TAG) fluorescence; cells loaded with 200 µM oleic acid | inhibition, % at 12.5 µM | 0.66% of 230,000 active | AID 651582, 2012;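 active = pattern-corrected inhibition of lipid staining of at least 50% with the nuclear-stain viability signal not falling by more than 50%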;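 note: 0% = DMSO wells and 100% = triacsin C control wells; some results filed as inactive read as strong as hits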
TAG inh DAPI viability – recorded beside TAG inh, whose call it bears; DAPI nuclei signal change (viability), lower = more cytotoxic, %;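 whole-well DAPI fluorescence read on a plate reader as a viability signal; minus 50 percent equals half of cells still viable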
Active calls of the source: *. These rows are one share of the data; count on the stated rates, not on these rows.

A first look (2 entries):
Results for COc1cc(/C=C2\S/C(=N/S(=O)(=O)Cc3ccccc3)NC2=O)c([N+](=O)[O-])cc1OC ?
TAG inh: 7; TAG inh DAPI viability: -2

How did Cn1cccc1C(=O)c1cccc([N+](=O)[O-])c1 do in these assays?
TAG inh: 7; TAG inh DAPI viability: -10

All compounds of this part, repeating the preview:
Results for COc1cc(/C=C2\S/C(=N/S(=O)(=O)Cc3ccccc3)NC2=O)c([N+](=O)[O-])cc1OC ?
TAG inh: 7; TAG inh DAPI viability: -2

How did Cn1cccc1C(=O)c1cccc([N+](=O)[O-])c1 do in these assays?
TAG inh: 7; TAG inh DAPI viability: -10

What do the screens show for `COCCCN(C(=O)CSCc1c(C)noc1C)c1c(N)n(Cc2ccccc2)c(=O)[nH]c1=O`?
TAG inh: 28; TAG inh DAPI viability: -9

How did O=C(CSc1nnc2ccc(-c3ccc(F)cc3)nn12)NCC1CCCO1 (stereo not given) do in these assays?
TAG inh: -3; TAG inh DAPI viability: -8

How did C=CCn1c(-c2ccc(Cl)cc2)cnc1SC(C)C(=O)NC(N)=O (stereo not given) do in these assays?
TAG inh: -7; TAG inh DAPI viability: 8

How did CC(=O)OC(C(=O)Nc1nccs1)c1ccccc1 (stereo not given) do in these assays?
TAG inh: 1; TAG inh DAPI viability: 5

How did NC(=O)c1ccc(SCC(=O)OCC(=O)NCc2ccco2)c([N+](=O)[O-])c1 do in these assays?
TAG inh: 5; TAG inh DAPI viability: 4

How did CCN(Cc1ccccc1)C(c1cc2cc(C)ccc2[nH]c1=O)c1nnnn1CCOC (stereo not given) do in these assays?
TAG inh: 9; TAG inh DAPI viability: 2

What do the screens show for `COC1=C(OC)C(=O)C(CCCCCCCCCCO)=C(C)C1=O`?
TAG inh: 0; TAG inh DAPI viability: -4

Results for Cn1cc(S(=O)(=O)Nc2ccc(Br)cc2F)c(=O)n(C)c1=O ?
TAG inh: 0; TAG inh DAPI viability: -4

How did CCCCN(C=O)c1c(CC)nc2c(OCc3cc(Cl)cc(Cl)c3)cccn12 do in these assays?
TAG inh: -14; TAG inh DAPI viability: -12

How did CC(C(=O)NCC1CCCCC1)N1CCN(S(=O)(=O)c2ccccc2F)CC1 (stereo not given) do in these assays?
TAG inh: 2; TAG inh DAPI viability: -2

Results for CCN(CC(=O)Nc1ccc(NC(C)=O)cc1)C(=O)CSC(=S)N1CCCC1 ?
TAG inh: -14; TAG inh DAPI viability: -7

Results for CCOC(=O)CNc1nnc(SCC(=O)OCC)[nH]c1=O ?
TAG inh: -4; TAG inh DAPI viability: -6

What do the screens show for `CC1(C(=O)N/N=C/c2ccc3c(c2)OCO3)CC1(Br)Br` (stereo not given)?
TAG inh: -1; TAG inh DAPI viability: 4

Results for N=c1ccn(CC(=O)c2ccc(-c3ccccc3)cc2)cc1 ?
TAG inh: -29; TAG inh DAPI viability: 9

How did COC(=O)c1ccc(C(C(=O)NC2CCCCC2)N(CCc2ccccc2)C(=O)Cc2cccs2)cc1 (stereo not given) do in these assays?
TAG inh: 14; TAG inh DAPI viability: -14

What do the screens show for `COc1ccccc1CNC(=O)/C=C/c1ccc(S(=O)(=O)N2CCOCC2)cc1`?
TAG inh: 11; TAG inh DAPI viability: -3

What do the screens show for `CN(C)/C=C/c1onc(-c2c(Cl)cccc2Cl)c1C#N`?
TAG inh: -17; TAG inh DAPI viability: 4

What do the screens show for `CC(=O)N1CCc2cc(S(=O)(=O)NCCC(=O)N3CCN(c4ccccn4)CC3)ccc21`?
TAG inh: -18; TAG inh DAPI viability: 2

Arranged by number of heavy atoms (lowest first): 6 of the compounds above.
Results for CCOC(=O)CNc1nnc(SCC(=O)OCC)[nH]c1=O ?
TAG inh: -4; TAG inh DAPI viability: -6

Results for N=c1ccn(CC(=O)c2ccc(-c3ccccc3)cc2)cc1 ?
TAG inh: -29; TAG inh DAPI viability: 9

How did NC(=O)c1ccc(SCC(=O)OCC(=O)NCc2ccco2)c([N+](=O)[O-])c1 do in these assays?
TAG inh: 5; TAG inh DAPI viability: 4

How did CCCCN(C=O)c1c(CC)nc2c(OCc3cc(Cl)cc(Cl)c3)cccn12 do in these assays?
TAG inh: -14; TAG inh DAPI viability: -12

What do the screens show for `COCCCN(C(=O)CSCc1c(C)noc1C)c1c(N)n(Cc2ccccc2)c(=O)[nH]c1=O`?
TAG inh: 28; TAG inh DAPI viability: -9

How did COC(=O)c1ccc(C(C(=O)NC2CCCCC2)N(CCc2ccccc2)C(=O)Cc2cccs2)cc1 (stereo not given) do in these assays?
TAG inh: 14; TAG inh DAPI viability: -14

Other compounds follow:
What do the screens show for `Cc1oc(-c2cccc(Cl)c2)nc1CN1CCC(C(=O)NCCCN2CCCC2=O)CC1`?
TAG inh: 15; TAG inh DAPI viability: -10

How did COc1ccc2c(c1)c1ncn(Cc3ccc(F)cc3)c(=O)c1n2C do in these assays?
TAG inh: -31; TAG inh DAPI viability: 22

How did N/C(COc1cccc(C(F)(F)F)c1)=N\NC(=O)c1cccnc1Oc1ccccc1 do in these assays?
TAG inh: -94; TAG inh DAPI viability: -2

Results for CC(C1CC1)N(Cc1ccccc1)C(=O)NC(=O)c1cccc(F)c1 (stereo not given) ?
TAG inh: -2; TAG inh DAPI viability: -9

Results for COc1ccc(C2CC(c3ccc(Br)cc3)=NN2C(=S)Nc2ccccc2)cc1 (stereo not given) ?
TAG inh: 19; TAG inh DAPI viability: 0

How did C/C(Sc1nnc(Cc2ccccc2)o1)=C(\O)c1ccccc1 do in these assays?
TAG inh: -12; TAG inh DAPI viability: 6

What do the screens show for `Cc1ccc(C(=O)NCCCC(=O)O)o1`?
TAG inh: -2; TAG inh DAPI viability: 7

How did COc1cc(NC(=O)c2ccc3c(c2)OCO3)ccc1NC(=O)c1ccco1 do in these assays?
TAG inh: 42; TAG inh DAPI viability: 16

Results for CCOc1ccc(C(=S)N2CCCC2)c(OCC)c1 ?
TAG inh: -3; TAG inh DAPI viability: 0

Results for COc1ccc(S(=O)(=O)N2CCCCCC2)cc1C(=O)Nc1ccc(C)cn1 ?
TAG inh: 21; TAG inh DAPI viability: 1

How did C[C@H](NC(=O)CCC1CCC(=O)N1)c1ccccc1 (stereo not given in full) do in these assays?
TAG inh: 0; TAG inh DAPI viability: -6

Results for Cc1cc(C)cc(N(CCC#N)C(=O)COC(=O)CNC(=O)c2sc3ccccc3c2Cl)c1 ?
TAG inh: -8; TAG inh DAPI viability: -2

Results for COC(=O)c1cccc(NC(=O)Nc2ccc(Cl)cc2)c1 ?
TAG inh: -13; TAG inh DAPI viability: 7

Results for COCCN(C(=S)Nc1ccc(OC)cc1)C1CCN(C(C)=O)CC1 ?
TAG inh: -5; TAG inh DAPI viability: 4

How did Cn1nc(C(=O)NCCc2ccc(S(N)(=O)=O)cc2)c2ccccc2c1=O do in these assays?
TAG inh: -7; TAG inh DAPI viability: 3

What do the screens show for `OC(c1ccc(F)c(F)c1)c1nc(-c2cccs2)cs1` (stereo not given)?
TAG inh: -10; TAG inh DAPI viability: 4

How did O=S(=O)(Cc1ccccc1)Cc1cnc(Cl)s1 do in these assays?
TAG inh: 1; TAG inh DAPI viability: -2

How did CCN(CC)S(=O)(=O)c1ccc(C(=O)NNC(=O)c2csc(N3CCOCC3)n2)cc1 do in these assays?
TAG inh: 0; TAG inh DAPI viability: -7

What do the screens show for `O=C(c1ccco1)N1CCN(S(=O)(=O)c2ccc(Cl)cc2)CC1`?
TAG inh: -8; TAG inh DAPI viability: 0

What do the screens show for `COc1cc(/C=C/C(=O)OC(C)C(=O)Nc2ccc(Cl)cn2)ccc1OC(F)F` (stereo not given)?
TAG inh: -17; TAG inh DAPI viability: 2

Results for O=C(NC(C(=O)c1ccccc1)c1ccccc1)c1ccccc1 (stereo not given) ?
TAG inh: -6; TAG inh DAPI viability: 0

Results for Nc1cccc(C#Cc2ccc3c(=O)c4ccccc4oc3c2)c1 ?
TAG inh: -1; TAG inh DAPI viability: 2

How did CC1=CC2=NC(=O)/C(=C/c3cccs3)C(=N)N2O1 do in these assays?
TAG inh: 8; TAG inh DAPI viability: 4

What do the screens show for `CC(=O)Nc1nonc1NC(=O)CSC1=NCCS1`?
TAG inh: -18; TAG inh DAPI viability: -7

Results for Cc1oc(-c2ccccc2Cl)nc1CN1CCCCC1c1cccnc1 (stereo not given) ?
TAG inh: 0; TAG inh DAPI viability: 9

Results for CCOC(=O)c1ccc(-n2c(C)nc3c(cnn3-c3ccccc3Cl)c2=O)cc1 ?
TAG inh: 42; TAG inh DAPI viability: -3

What do the screens show for `CC1(C(=O)NS(=O)(=O)C2CC2)CCN(C(=O)COc2ccc(Cl)cc2Cl)C1` (stereo not given)?
TAG inh: 8; TAG inh DAPI viability: 13

Results for COc1ccc(-n2c(SCC(=O)Nc3cc(C)on3)nc3c(c2=O)SCC3)cc1 ?
TAG inh: 6; TAG inh DAPI viability: -1

What do the screens show for `Cc1cccc(NC(=O)CSc2ncnc3sc(C)c(C)c23)n1`?
TAG inh: -10; TAG inh DAPI viability: -2

How did Cc1ccc(S(=O)(=O)N2CCN(CCOc3c(Cl)cccc3Cl)CC2)cc1C do in these assays?
TAG inh: -6; TAG inh DAPI viability: -2

How did O=C(CNCc1ccc(F)cc1)Nc1ccccc1[N+](=O)[O-] do in these assays?
TAG inh: 3; TAG inh DAPI viability: -9

How did COc1ccc2cc(C(=O)C3CCCN(C(=O)/C=C/c4ccccn4)C3)ccc2c1 (stereo not given) do in these assays?
TAG inh: 0; TAG inh DAPI viability: 8

How did O=C(NN=C1CCCCCCC1)c1ccccn1 do in these assays?
TAG inh: -22; TAG inh DAPI viability: -6

What do the screens show for `Cc1ccc(NC(=O)CSc2nnc(C)n2CC2CCCO2)cc1` (stereo not given)?
TAG inh: -1; TAG inh DAPI viability: -6

Results for COc1ccc2c(c1OC)C(=O)OC2c1c(O)nc(SC)n(-c2ccccc2)c1=O (stereo not given) ?
TAG inh: -6; TAG inh DAPI viability: 5

How did C#CCOC(=O)Nc1cc(C)n(-c2ccccc2)n1 do in these assays?
TAG inh: 3; TAG inh DAPI viability: 1

What do the screens show for `Cc1ccc(NC(=O)CCC2CC(C)(C)OC2=O)cc1` (stereo not given)?
TAG inh: 18; TAG inh DAPI viability: -10

Results for COc1ccc(CCNC(=O)CC2SC(=NCCc3ccccc3)NC2=O)cc1OC (stereo not given) ?
TAG inh: 9; TAG inh DAPI viability: -7

What do the screens show for `COc1ccccc1Oc1ccc(NC(=O)c2ccc(Cl)cc2)cc1`?
TAG inh: 16; TAG inh DAPI viability: -3

How did Cc1cccc(C)c1OCC(N)C(C)C (stereo not given) do in these assays?
TAG inh: -6; TAG inh DAPI viability: -3

How did CCOc1ccc(S(=O)(=O)Nc2nc3ccccc3nc2N2CCN(C)CC2)cc1 do in these assays?
TAG inh: 28; TAG inh DAPI viability: -11

What do the screens show for `CCOC(=O)c1ccc2c(c1)C1C=CCC1C(C(=O)OCC)N2` (stereo not given)?
TAG inh: 9; TAG inh DAPI viability: -16

What do the screens show for `COCCn1c(-c2ccc(OC)c(OC)c2)nc2ccccc21`?
TAG inh: 2; TAG inh DAPI viability: 1

How did Nc1ncc(-c2ccccc2)n1CC1CCCO1 (stereo not given) do in these assays?
TAG inh: -4; TAG inh DAPI viability: -8

What do the screens show for `O=C(O)c1nsc(Cl)c1Cl`?
TAG inh: -7; TAG inh DAPI viability: 4

What do the screens show for `CC(=O)c1ccc(OCc2cc(C(=O)N(C)CCOc3ccc(C)cc3)no2)cc1`?
TAG inh: -8; TAG inh DAPI viability: 9

What do the screens show for `CCN(CC)CCC(c1cc(OC)c(OC)c(OC)c1)c1c(OC)cc(OC)c2ccc(=O)oc12` (stereo not given)?
TAG inh: 13; TAG inh DAPI viability: -20

Results for Cc1cccc(C)c1NC(=O)COC(=O)CNC(=O)C1CCCCC1 ?
TAG inh: 5; TAG inh DAPI viability: 5

Results for CCOc1ccc(C(=O)O[C@H]2[C@H](Cc3ccccc3)NS(=O)(=O)[C@H]3C[C@@H]4C=C[C@]23O4)cc1 ?
TAG inh: 18; TAG inh DAPI viability: -4

Results for CCC(Oc1ccccc1)C(=O)N(CC)CC(=O)NCc1ccc(F)cc1 (stereo not given) ?
TAG inh: 3; TAG inh DAPI viability: 1

What do the screens show for `O=c1c2cc(N3CCOCC3)ccc2[nH]c(=S)n1Cc1ccccn1`?
TAG inh: -4; TAG inh DAPI viability: 11

What do the screens show for `CCOc1ncccc1C(=O)OCC(=O)N(CC)c1ccccc1`?
TAG inh: -11; TAG inh DAPI viability: -1

How did Cc1ccccc1C(=O)NC(=S)NCC(=O)c1ccccc1 do in these assays?
TAG inh: -32; TAG inh DAPI viability: -3

How did Nc1nc(=O)n(C2CC(O)C(CO)O2)cc1F (stereo not given) do in these assays?
TAG inh: 16; TAG inh DAPI viability: -15

Results for CCOC(=O)N1CCN(C(=O)COC(=O)c2ccc(N(C)C)cc2)CC1 ?
TAG inh: 0; TAG inh DAPI viability: 0

How did CCOc1ccc(-c2c(=O)n(OCc3ccc([N+](=O)[O-])cc3)c3ccccc3[n+]2[O-])c(OCC)c1 do in these assays?
TAG inh: 18; TAG inh DAPI viability: -14

How did Cc1oc(-c2ccccc2)nc1CC(=O)O do in these assays?
TAG inh: -14; TAG inh DAPI viability: 2

What do the screens show for `CCOc1ccc(NC(=O)CCn2cccc2)cc1`?
TAG inh: 5; TAG inh DAPI viability: -6

What do the screens show for `CC(C)Oc1cc(F)ccc1-c1cc(C(=O)NC2CCCCC2)[nH]n1`?
TAG inh: -4; TAG inh DAPI viability: 6

How did CC1(C(=O)NS(=O)(=O)Cc2cccc(Cl)c2)CCN1C(=O)C1(c2ccc(Cl)cc2)CCC1 (stereo not given) do in these assays?
TAG inh: 1; TAG inh DAPI viability: 7

Results for CCN1CCN(C(=O)/C=C/c2ccc(C(C)C)cc2)CC1 ?
TAG inh: -36; TAG inh DAPI viability: 11

What do the screens show for `COc1ccc(C(=O)Nc2nc3cc4c(cc3s2)OCO4)c(OC)c1`?
TAG inh: -1; TAG inh DAPI viability: inactive

What do the screens show for `CC(=O)c1cccc(NS(=O)(=O)N2CCCCC2)c1`?
TAG inh: -5; TAG inh DAPI viability: 4

What do the screens show for `O=C(Nc1ccc(Br)cc1)c1cc(-c2ccncc2)nc2ccccc12`?
TAG inh: 24; TAG inh DAPI viability: -7

Assay outcomes (PubChem BioAssay)
